High-throughput results (PubChem BioAssay)
eLon inh = inhibitors of E. coli Lon protease | P0A9M0 | purified E. coli Lon protease, fluorescence polarization | inhibition, % at 7.94 µM | hit rate 0.42% among 360,000 | AID 602123; in the data active means inhibition above about 13%, passing the limit was not always enough;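 further: 0% = enzyme with probe and DMSO and 100% = no enzyme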
MsrA act = activates bovine MsrA enzyme; purified bovine MsrA, absorbance read-out; activation, % at 10.6 µM; hit rate 0.3% among 360,000; in the data active means activation above about 7.5%;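 further: 0% = vehicle and 100% = reference activator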
SKN-1 inh = C. elegans SKN-1 inhibition; C. elegans VP596 Pgst-4::GFP/RFP ratio, acrylamide-induced, 24 h; inhibition, % at 21.8 µM; hit rate 0.49% among 360,000;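 active means interference check ratio from 0.5 to 1.5 plus GFP to RFP signal ratio inhibition reaching or exceeding a fixed threshold, cut at about 30% in these data, passing the limit was not always enough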; further: some compounds called inactive have numbers as strong as hits
FAS-TE inh = inhibitors of human fatty acid synthase thioesterase domain; P49327; recombinant FAS-TE, OMFH fluorogenic substrate, fluorescence endpoint; inhibition, % at 15 µM; hit rate 0.67% among 360,000;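 active means compounds whose normalised, plate-corrected inhibition of enzyme fluorescence in the single-dose primary screen is 50% or more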;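 further: 0% = DMSO with enzyme and 100% = substrate without enzyme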
Rin1 Abl inh = human Rin1-Abl interaction inhibition | P00519+Q13671 | TR-FRET Rin1/Abl binding, biochemical | inhibition, % at 7.35 µM | hit rate 0.4% among 360,000 | AID 588664; in the data active means inhibition above about 5%, passing the limit was not always enough
MsrA inhibitor = bovine MsrA inhibition; purified bovine MsrA, absorbance read-out; inhibition, % at 15.5 µM; hit rate 0.75% among 360,000; AID 651718; in the data active means inhibition above about 4.5%;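 further: 0% = vehicle wells with enzyme and 100% = reference inhibitor wells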
MT1-MMP act inh = inhibitors of human MT1-MMP activation. HT1080 RFP-PRO-GFP cells, GFP/RFP ratio fluorescence, overnight; percent of plate control window, DMSO zero. GFP/RFP ratio change, % at 20 µM. hit rate 0.061% among 360,000;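 active means GFP/RFP ratio change of at least 30% with cell ATP level not reduced by more than half and red fluorescence within 50% of control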; further: strong numbers were not always called active
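Test system: HT1080 RFP-PRO-GFP cells; Benchmarks: DMSO and RFP-L50D-GFP cell wells; Timing: cells overnight before dosing, compound overnight, 37 °C, 5% CO2; Compound: one 20 µM compound dose with 1% DMSO; Read-out: GFP/RFP fluorescence ratio.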
Neddylation inh = cullin neddylation inhibition; calls only at 25 µM; P61081+Q13564; hit rate 0.58% among 360,000; TR-FRET cullin neddylation, biochemical; in the data active means inhibition above about 36%
Target sequence (P61081 whole entry, looked up): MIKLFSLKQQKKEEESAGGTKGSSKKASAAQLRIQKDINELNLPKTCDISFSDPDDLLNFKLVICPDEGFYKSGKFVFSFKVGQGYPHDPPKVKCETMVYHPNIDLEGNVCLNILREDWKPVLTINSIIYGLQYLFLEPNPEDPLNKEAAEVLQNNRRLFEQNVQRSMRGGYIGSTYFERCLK
Target sequence (Q13564 whole entry, looked up): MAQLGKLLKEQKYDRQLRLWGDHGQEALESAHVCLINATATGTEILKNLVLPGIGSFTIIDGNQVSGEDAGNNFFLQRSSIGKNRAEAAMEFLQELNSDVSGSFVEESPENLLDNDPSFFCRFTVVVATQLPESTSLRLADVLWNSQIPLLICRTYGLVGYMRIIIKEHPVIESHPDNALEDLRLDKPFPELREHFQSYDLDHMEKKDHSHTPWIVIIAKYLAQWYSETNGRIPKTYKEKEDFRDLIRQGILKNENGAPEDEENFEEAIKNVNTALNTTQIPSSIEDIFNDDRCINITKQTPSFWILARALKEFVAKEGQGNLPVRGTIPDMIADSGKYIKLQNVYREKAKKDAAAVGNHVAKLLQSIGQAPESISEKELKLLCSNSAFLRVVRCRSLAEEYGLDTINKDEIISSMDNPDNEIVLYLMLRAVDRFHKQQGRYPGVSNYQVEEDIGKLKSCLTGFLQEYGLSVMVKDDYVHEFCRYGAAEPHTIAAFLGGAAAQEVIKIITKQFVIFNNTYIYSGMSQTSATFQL
CendR NRP1 mod = alters CendR peptide binding to human NRP-1. inhibition, % at 25 µM. FAM-RPARPAR peptide binding to NRP-1, fluorescence polarization. hit rate 0.85% among 360,000;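 active means inhibition or corrected inhibition above about 18%, plus a signal ratio from 0.5 to 1.5, limit read from the data, passing the limit was not always enough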; further: strong numbers were not always called active
Active calls of the source: *; i = inactive; / = no result given.

SMILES | eLon inh | MsrA act | SKN-1 inh | FAS-TE inh | Rin1 Abl inh | MsrA inhibitor | MT1-MMP act inh | Neddylation inh | CendR NRP1 mod
Cc1cc2c(cc1C)CSC(c1ccc3ccccc3c1O)SC2 | -12 | -2 | 2 | 3 | 2 | 1.4 | 8 | i | 1
COc1ccccc1C(CC(N)=O)c1ccco1 (centres undefined) | -2 | 0 | -16 | -8 | -2 | 0.5 | 1 | i | -7
C/C(CCC(C)C)=N\NC(=S)Nc1cc(S(=O)(=O)N2CCOCC2)ccc1N1CCOCC1 | 2 | -3 | 10 | 40 | -1 | 1.1 | 5 | i | -8
Cc1ccc(S(=O)(=O)Nc2cccc(C(=O)N3CCOCC3)c2)cc1 | -1 | -3 | 20 | -5 | 3 | -0.4 | -1 | i | 23*
Cn1cc(CC(=O)NCCN2CCOCC2)c2ccccc21 | -1 | -13 | -5 | -7 | 0 | 0.2 | 4 | i | -6
Cc1ccccc1C1CC(c2ccccc2)Nc2ncnn21 (centres undefined) | 4 | -3 | -9 | 2 | 3 | -1.6 | 2 | i | 6
Cc1nonc1C(=O)N/N=C/c1ccc([N+](=O)[O-])o1 | -8 | 3 | 7 | -6 | -1 | 1.2 | -11 | i | 3
COc1cccc(C(c2nnnn2C2CCCCC2)N2CCN(C/C=C/c3ccccc3)CC2)c1OC (centres undefined) | 13 | -10 | -6 | 23 | 3 | -1.6 | -1 | i | -6
CCOc1ncccc1C(=O)NCCc1ccc(S(N)(=O)=O)cc1 | 0 | -2 | 1 | -5 | 2 | 1.4 | 2 | i | 6
O=C(c1ccco1)N1CCN(Cc2ccc(Br)cc2)CC1 | -5 | -2 | 15 | -4 | 3 | 0.5 | -1 | i | -8
Cc1cc(C)nc(SCc2nnc(SCC(=O)Nc3ccc(C)c(C)c3)o2)n1 | 1 | 2 | -23 | 3 | 0 | 0.8 | -2 | i | 11
COc1ccc(N2CCN(C(C)C(=O)Nc3nnc(C)s3)CC2)cc1 (centres undefined) | -6 | 0 | -24 | -9 | -5 | -0.5 | 5 | i | 10
Cc1ccc(S(=O)(=O)N2CCN(C(=O)N3CCOCC3)CC2)cc1C | -8 | -1 | 21 | -4 | 1 | -0.2 | -1 | i | 0
Cc1cccc(NC(=S)NC2CC3CCCC(C2)N3CC(C)C)c1C (centres undefined) | 1 | 1 | -5 | -7 | -5 | -0.8 | -2 | i | 11
COCc1cc(=O)n2[nH]c(C)c(-c3ccc(Cl)cc3)c2n1 | 4 | -3 | 8 | -9 | 0 | 2.7 | 2 | / | -8
O=C(/C=C/c1ccc(Cl)cc1Cl)NC(=S)Nc1ccc(CN2CCOCC2)cc1 | 0 | -5 | 8 | 4 | 1 | 0.7 | 7 | i | -7
CC1(C)Cc2cccc(OCC(=O)N3CCN(S(=O)(=O)c4ccccc4)CC3)c2O1 | -9 | -8 | -6 | 4 | 4 | -0.8 | 3 | i | 3
C=C(C)CSc1nc2sc3c(c2c(=O)n1C1CCCCC1)CCN(C)C3 | -22 | -3 | 0 | 0 | -5 | 1.3 | -11 | i | -60
Cc1cc(C(=O)Nc2sc(C)c(C)c2C#N)no1 | 3 | -3 | 2 | -5 | -4 | 1.9 | -1 | i | -9
CC1CCCCN1CC(=O)c1c[nH]c2ccccc12 (centres undefined) | -13 | -2 | 11 | -5 | 1 | 1.8 | -4 | i | -7
O=C1NC[C@H](Cc2ccc(O)cc2)N(C[C@H]2CCCN2C[C@H](Cc2ccccc2)N2C[C@H](Cc3ccccc3)N(CCc3ccccc3)C(=O)C2=O)C1=O | -1 | 1 | 8 | 6 | 2 | -2.0 | 1 | i | 9
O=C(O)c1c2c(nc3ccc(S(=O)(=O)N4CCC(C(=O)N5CCCCC5)CC4)cc13)CCCC2 | -4 | -3 | -1 | -8 | 0 | -0.6 | -1 | i | -2
Cc1cccc2sc(NC(=O)CN3C(=O)NC4(CCCC4)C3=O)nc12 | 9 | -1 | 7 | -5 | 2 | -0.3 | -1 | i | 4
Cc1ccc(S(=O)(=O)N2C(c3cccc(Cl)c3)CC=C(C(=O)O)C2c2cccc(Cl)c2)cc1 (centres undefined) | / | / | 23 | / | / | -0.3 | 14 | i | -22
CC(=O)c1ccc(OCc2cc(=O)n3ccsc3n2)cc1 | 4 | -3 | -6 | -5 | -1 | 0.2 | -1 | i | 1
Cc1cccnc1NC(=O)CCCNC(=O)c1ccc(Cl)cc1 | -8 | -2 | 13 | -5 | 1 | 0.8 | 1 | i | 9
CC(=O)c1cccc(NC(=O)NC(C)c2ccncc2)c1 (centres undefined) | 8 | -11 | -12 | -10 | 0 | 2.5 | 0 | i | 23
COc1cc(C2C(C#N)=C(N)OC3=C2C(=O)CCC3)ccc1OC(=O)N1CCOCC1 (centres undefined) | -10 | 0 | 7 | -9 | 1 | -0.1 | 2 | i | -1
COc1ccccc1CCNC(=O)/C(=C/c1cccnc1)NC(=O)c1ccccc1 | 1 | -11 | 1 | -7 | -1 | 1.4 | -2 | i | -8
Cc1ccc(C(=O)N2CCN(S(=O)(=O)N3CCCCCC3)CC2)cc1 | 4 | 1 | 0 | -4 | -1 | 0.2 | 5 | i | 11
O=C(NC1CCN(S(=O)(=O)c2ccc(F)cc2)CC1)C1CCCCC1 | 10 | -3 | 13 | -2 | 0 | 0.2 | -2 | i | 5
CC1=C(C(=O)Nc2cc(C)ccn2)C(c2ccc(C)cc2)C2=C(CCCC2=O)N1 (centres undefined) | -6 | -3 | 2 | -1 | -4 | 2.8 | 2 | / | 0
C=CCn1c(SC(C)CC)nc(O)cc1=O (centres undefined) | -7 | 0 | 10 | -4 | 0 | -0.5 | 6 | i | 16
N/C(Cc1ccc(Cl)c(Cl)c1)=N\OC(=O)c1ccc(Br)o1 | 4 | -3 | 5 | -3 | 5 | 0.8 | -1 | i | -3
CCOC(=O)C1C(C)=C(Nc2ccc(OC)cc2)C(=O)N1c1ccc(OC)cc1 (centres undefined) | -13 | -2 | 0 | -9 | -2 | -1.0 | 3 | / | -7
CCOC(=O)C1(Cc2ccc(OC)cc2)CCN(C(=O)[C@@H]2CCCN2C(C)=O)CC1 | -4 | -3 | -2 | -7 | -1 | 0.8 | 1 | i | -23
O=C(CSCCc1ccccn1)Nc1ccccn1 | 8 | -1 | 9 | -9 | -1 | 0.8 | -3 | i | -5
COc1cc(C(=O)Nc2cc(-c3cn4cccnc4n3)ccc2C)cc(OC)c1OC | 7 | -4 | -13 | 0 | -6 | 2.6 | 4 | / | 6
CCCN(C(=O)CN1C(=O)NC2(CCCCCC2)C1=O)C1CCS(=O)(=O)C1 (centres undefined) | 4 | -3 | 7 | -6 | 0 | 1.3 | 2 | i | 12
Clc1ccc(CSc2nnc(-c3ccccn3)n2Cc2ccco2)cc1Cl | -1 | 0 | 10 | 37 | -3 | 2.3 | -1 | i | 11
O=C(CN1CCOCC1)Nc1c(Cl)cc(Cl)cc1Cl | -12 | -6 | -15 | -6 | 2 | 0.0 | 1 | i | -5
Cc1cc(NS(C)(=O)=O)c(=O)n(Cc2cccc(C(F)(F)F)c2)c1 | -3 | -1 | 2 | 1 | -4 | 1.9 | 2 | i | -25
O=C1CN2CCC1C/C2=C\c1ccnc2c(Cl)cccc12 (centres undefined) | 4 | -3 | 5 | -2 | -2 | 0.3 | 5 | i | 2
Oc1nc(-c2ccc(Br)cc2)n2ccncc12 | 7 | -3 | 14 | -9 | -3 | 1.3 | 3 | i | 1
CCOc1ccc(S(=O)(=O)Nc2cccc(C(=O)N3CCN(c4cccc(OC)c4)CC3)c2)cc1 | -2 | -2 | 34 | 15 | 0 | -0.4 | 2 | i | -3
CC(C)CCOc1ccc(C(=O)NCCC(=O)N2CCOCC2)cc1 | 3 | 3 | 0 | -3 | -1 | -0.5 | -7 | i | -4
CCOC(=O)c1sc(NC(=O)c2ccc(S(=O)(=O)N3CCOCC3)cc2)cc1C | -3 | -3 | -4 | 25 | 3 | 0.5 | -4 | i | -6
CCN1C(=O)/C(=C/N2CCc3ccccc32)SC1=S | -4 | 3 | 9 | -50 | -1 | / | 2 | i | -24
CCNC(=S)N(CCc1c(C)[nH]c2ccccc12)Cc1cccnc1 | -4 | -1 | 7 | -6 | 6 | -0.7 | 1 | i | -5
COc1ccc(NC(=O)Nc2cccs2)cc1Cl | 10 | -1 | 18 | 6 | 0 | -0.4 | 1 | i | -6
CCCCNc1nc(-c2ccccc2)c(C(=O)OCC)cc1C#N | 5 | 1 | 8 | 15 | 2 | 0.1 | -11 | / | 3
CC1=CC(=O)N(c2cccc3c(N4C(=O)C=C(C)C4=O)cccc23)C1=O | -6 | -7 | 13 | 5 | 1 | 1.2 | 2 | i | -10
COc1ccc(OC)c(-c2cc(C(=O)NCCCn3ccnc3)no2)c1 | -2 | -6 | 3 | -10 | 4 | -0.5 | 2 | i | 14
CSc1nsc(N/N=C/c2ccc3c(c2)OCO3)c1C#N | 11 | -2 | -8 | 0 | -1 | 1.3 | 2 | / | -2
O=C1NCC(O)=C1C=NCCO | -5 | -11 | -7 | -5 | -3 | 1.4 | 3 | i | 4
CCOC(=O)c1ccc(CN2C(=O)c3ccccc3S2(=O)=O)cc1 | -6 | -2 | 3 | 36 | 4 | -0.7 | 1 | i | -4
CCOC(=O)c1ccc2[nH]c3c(c2c1)CCCC3NC=O (centres undefined) | -7 | -3 | 18 | -2 | 0 | -0.6 | 1 | i | 0
Cc1cnc(C(=O)OCC(=O)c2csc(N3CCCCC3)n2)cn1 | 0 | -2 | 2 | -2 | -5 | 4.1 | -3 | i | 1
COCCNc1nc(Oc2cccc(NC(C)=O)c2)c2sc(-c3ccccc3)cc2n1 | -1 | -4 | 7 | -2 | -1 | -0.7 | -5 | i | 14
C=C1CCN([C@@H](C)C(=O)OCc2cccc(C)c2)S(=O)(=O)c2ccccc21 | -10 | -1 | 0 | 19 | 2 | -1.1 | 3 | i | -1
(list continues)
SMILES | eLon inh | MsrA act | SKN-1 inh | FAS-TE inh | Rin1 Abl inh | MsrA inhibitor | MT1-MMP act inh | Neddylation inh | CendR NRP1 mod
COc1ccc(/C=N/NC(=O)c2ccc(Cl)cc2)cc1COC(C)=O | -4 | -9 | 5 | -5 | -2 | 3.6 | 10 | i | -3
Cc1ccccc1NC(=O)c1cc2ccccn2n1 | -1 | -5 | 0 | -5 | 0 | -0.3 | 0 | i | 3
Cc1cc(NC(=O)Cn2nc(C)c([N+](=O)[O-])c2C)no1 | 10 | 1 | -8 | -4 | -3 | 0.9 | 2 | i | 1
Cc1ccc(CC(=O)NCC(c2ccco2)N(C)C)cc1C (centres undefined) | -7 | -3 | -8 | -3 | 5 | -1.3 | -1 | i | -17
O=[N+]([O-])c1ccc2[nH]ccc2c1 | -5 | -3 | 5 | -1 | / | 1.2 | 6 | i | 3
CCC1CCCCN1Cc1nc2c(c(=O)n(C)c(=O)n2C)n1CC(C)C (centres undefined) | -6 | -3 | -14 | -6 | -1 | -0.8 | 2 | i | 9
CCc1c(O)nc(SC2CC(=O)N(c3ccccc3)C2=O)[nH]c1=O (centres undefined) | 6 | -2 | -44 | -8 | 2 | 1.5 | -11 | i | 23
O=C(Nc1cccc2ccccc12)N1CCOCC1 | -2 | -1 | 20 | -6 | -4 | 1.5 | 7 | i | 1
COc1ccc(C(=O)NNC(=O)c2ccc(S(=O)(=O)N3CC(C)OC(C)C3)cc2)cc1 (centres undefined) | 0 | 0 | 3 | -8 | 0 | 1.3 | -1 | i | -42
